# GlmU inhibition: inhibition of mycobacterial GlmU enzyme – biochemical, glucosamine-1-phosphate acetyltransferase (AID 1376); inhibition, %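 (tested at 30 µM in the primary screen)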; hits with a dose series show IC50 in µM; 0.25% of 220,000 active; M. tuberculosis GlmU acetyltransferase enzyme assay; higher % means a stronger effect; in the data active = inhibition above about 13%;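 note: 0% = complete reaction with vehicle and 100% = reaction without substrate; strong numbers were not always called active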
# RmlCD inh 1536: inhibitors of Mycobacterium tuberculosis RmlC and RmlD coupled enzymes. inhibition, % at 3.6 µM. RmlC+RmlD coupled enzyme assay, percent inhibition; primary screen in compound mixtures. 0.03% of 160,000 active. AID 1533. P9WH09+P9WH11; in the data active = inhibition mostly above about 34%, no sharp cut-off; note: some results filed as inactive read as strong as hits
# Target sequence (P9WH09 whole entry, looked up): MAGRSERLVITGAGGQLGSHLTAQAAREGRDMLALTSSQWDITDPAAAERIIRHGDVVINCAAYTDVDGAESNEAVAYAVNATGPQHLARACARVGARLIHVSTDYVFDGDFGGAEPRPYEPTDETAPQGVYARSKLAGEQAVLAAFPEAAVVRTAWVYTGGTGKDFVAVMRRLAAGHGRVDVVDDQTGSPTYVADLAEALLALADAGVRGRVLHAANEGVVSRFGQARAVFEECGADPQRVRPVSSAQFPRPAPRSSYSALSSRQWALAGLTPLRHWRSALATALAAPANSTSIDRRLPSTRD
# Target sequence (P9WH11 whole entry, looked up): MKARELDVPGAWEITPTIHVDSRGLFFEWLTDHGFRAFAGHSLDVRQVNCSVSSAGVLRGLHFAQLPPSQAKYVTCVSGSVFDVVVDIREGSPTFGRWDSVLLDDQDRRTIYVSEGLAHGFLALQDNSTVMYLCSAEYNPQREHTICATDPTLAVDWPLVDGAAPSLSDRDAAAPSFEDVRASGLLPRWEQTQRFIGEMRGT
# * marks the source's active call; other numbers are inactive results; . = not tested or not shown. The list is partial. The share of hits here may be higher or lower than overall.
SMILES,GlmU inhibition,RmlCD inh 1536
CC(C)c1ccc(C(C(=O)NC2CCCC2)N(C(=O)CNC(=O)c2ccco2)c2cccnc2)cc1 (stereo not drawn),-5.9%,.
CCOc1ccc(-n2c(N)c(-c3nc4ccccc4n3C)c3nc4ccccc4nc32)cc1,-1.2%,-8
CC(C)C(=O)Nc1nnc(SCC(=O)NC2CC2)s1,6.3%,.
CC(=O)N1CCC(N(CCN2CCOCC2)C(=S)Nc2ccc(C)c(C)c2)CC1,3.6%,8
CC1=C(C)CC(C(=O)c2ccc(C)cc2)C(C(=O)O)C1 (stereo not drawn),1.0%,.
CN(C)CCNC(=O)CNC(=S)N(CCCN1CCOCC1)Cc1cccs1,4.1%,-12
CC(C)(C)c1ccccc1N=Cc1ccc2ccccc2n1,-0.8%,4
COc1ccc(CCNC(=O)c2ccc(Cl)cc2)cc1,-0.7%,.
CCCC[C@@H]1C[C@H]1[C@@H](NC(=O)c1ccccc1)c1ccccc1C(F)(F)F,0.7%,.
Cc1noc(C)c1C(=O)Nc1nc(-c2ccccc2Cl)cs1,5.9%,8
COc1c(S(=O)(=O)N2CCCC2)ccc(Cl)c1Cl,-3.3%,-7
COc1ccc(OCC(=O)Nc2ccc3c(c2)nc(CN2CCN(C(C)=O)CC2)n3C)cc1,1.5%,-10
OCCOCCn1c(CCNc2nc(-c3ccc(Cl)cc3)cs2)nc2cc(Cl)c(Cl)cc21,-5.3%,.
CCOc1ccc(C(=O)OCC(=O)Nc2ccc(SC(F)F)cc2)cc1OCC,2.7%,.
CCCn1c(SC(C(=O)Nc2cc(C)ccc2OC)c2ccccc2)nc2ccccc2c1=O (stereo not drawn),0.3%,4
COc1ccc(CCC(=O)O)cc1OC,3.2%,.
COCCNC(=O)C1CCN(C(=O)c2cc3sccc3n2Cc2ccc(F)cc2)CC1,-3.2%,15
O=[N+]([O-])c1ccc(-n2nnnc2CN2CCCCC2)cc1,4.0%,5
COc1cccc(Oc2c(C)oc3c(CN4CCCCC4)c(O)ccc3c2=O)c1,-3.5%,-14
COc1cccc(OCC(=O)NC2CCCCC2)c1,-6.4%,.

# Brought forward from above: 4 compounds; new compounds follow.
SMILES,GlmU inhibition,RmlCD inh 1536
COCCNC(=O)C1CCN(C(=O)c2cc3sccc3n2Cc2ccc(F)cc2)CC1,-3.2%,15
O=[N+]([O-])c1ccc(-n2nnnc2CN2CCCCC2)cc1,4.0%,5
COc1cccc(Oc2c(C)oc3c(CN4CCCCC4)c(O)ccc3c2=O)c1,-3.5%,-14
COc1cccc(OCC(=O)NC2CCCCC2)c1,-6.4%,.
COc1ccc(S(=O)(=O)N(n2c(C)nnc2-n2nc(C)cc2C)S(=O)(=O)c2ccc(OC)cc2)cc1,2.2%,-12
Fc1cccc(Cc2noc(CN3CCSCC3)n2)c1,-5.7%,-6
CCc1[nH]c(=O)c(C#N)c2c1COC(C)(C)C2,2.9%,-7
CNC(=S)N/N=C/c1cc(Br)cc(Br)c1O,4.3%,-8
CC1(C)Oc2ccc(C(=O)NC3CCCC3)cc2N(CC(=O)NC2CCCC2)C1=O,3.3%,4
C/C(=N\N1CCN(Cc2ccc(Cl)cc2)CC1)c1ccc([N+](=O)[O-])cc1,-5.1%,6
COC(=O)c1ccc(-n2c(C)cc(C(=O)COC(=O)CC3Sc4ccccc4NC3=O)c2C)cc1 (stereo not drawn),0.2%,7
CCN(CC)S(=O)(=O)c1cccc(C(=O)N[C@H](C(=O)NCc2ccc(Cl)cc2)C(C)C)c1,1.2%,.
C[C@@H]1NC(=O)N[C@@H]1CCCCCC(=O)O,-5.6%,.
CC(=O)c1ccc(NC(=O)C2CC(=O)Nc3nc4ccccc4n32)cc1 (stereo not drawn),-2.1%,-6

# Overlap with the part before: 4 entries, then new ones.
SMILES,GlmU inhibition,RmlCD inh 1536
COC(=O)c1ccc(-n2c(C)cc(C(=O)COC(=O)CC3Sc4ccccc4NC3=O)c2C)cc1 (stereo not drawn),0.2%,7
CCN(CC)S(=O)(=O)c1cccc(C(=O)N[C@H](C(=O)NCc2ccc(Cl)cc2)C(C)C)c1,1.2%,.
C[C@@H]1NC(=O)N[C@@H]1CCCCCC(=O)O,-5.6%,.
CC(=O)c1ccc(NC(=O)C2CC(=O)Nc3nc4ccccc4n32)cc1 (stereo not drawn),-2.1%,-6
O=C1NC(=O)C2(Cc3ccccc3N3CCCC32)C(=O)N1c1ccc(Cl)cc1 (stereo not drawn),5.3%,14
Cc1ccc(C)[n+](CC(=O)N2CCCCC2)c1,30%,.
COc1ccc(OC)c(S(=O)(=O)n2nnc3ccccc32)c1,0.7%,23
COc1ccc(/C=C/C(=O)CCC(=O)O)cc1,2.6%,5
O=C1CNC(=O)N1CC(O)Cn1c2ccccc2c2ccccc21 (stereo not drawn),0.5%,3
CCn1c(=O)c(C(=O)NNS(=O)(=O)c2ccc(Br)cc2)c(O)c2ccccc21,0.9%,.
CC(Sc1ccccn1)C(=O)Nc1ccc(S(N)(=O)=O)cc1 (stereo not drawn),-2.8%,.
CC1Cc2nc(SCC(=O)N3CCOCC3)n(-c3ccccc3)c(=O)c2S1 (stereo not drawn),1.4%,-6
CC(=O)Oc1c(C(=O)c2nnc(C)o2)c(=O)n(C)c2ccccc12,-4.5%,1
CCn1c(CCNC(=O)c2ccc(C)cc2)nnc1SCc1ccc(Cl)c(Cl)c1,1.6%,-5
CC(C)N(CC#CC(O)(c1ccccc1)c1ccccc1)CCO,0.6%,-5
COc1ccc(C(=O)c2ccc(Cl)cc2)c2ccccc12,-3.0%,-6
CCOC(=O)C(C)Sc1nc(-c2ccccn2)ncc1OC (stereo not drawn),-0.9%,-6
O=C(C1=C[C@H](c2ccc(C(F)(F)F)cc2)C[C@H](OCCCCO)O1)N1CCN(Cc2ccc3c(c2)OCO3)CC1,0.4%,.
c1ccc(N2CCN(c3ccc4nncn4n3)CC2)nc1,-0.7%,8
CCN(C(=O)CSc1nnc2nc(C)cc(C)n12)c1ccccc1,-4.0%,.
CCOC(=O)c1sc(=NC(=O)c2ccc(OC(C)C)cc2)n(C)c1C,4.2%,-10
CCCC1(CCC)C(=O)NC(=Nc2ccccc2)NC1=O,-0.3%,.
Cc1c(CBr)[n+](=O)c2c(n1[O-])C(Br)CCC2Br (stereo not drawn),3.9%,-12
S=c1[nH]nc(COc2ccccc2)n1Cc1ccccc1,5.4%,-5
O=C(CSc1n[nH]c(-c2ccc(S(=O)(=O)N3CCCCC3)cc2)n1)Nc1nccs1,4.7%,53
Cc1ccc(S(=O)(=O)N2CCCCC2)cc1NC(=O)CSc1nccn1C,-1.8%,4
COc1ccc(NC2CC(=O)N(c3cccc(C)c3)C2=O)cc1 (stereo not drawn),2.3%,29
COc1ccc(CN2CCN(c3ccccn3)CC2)c(OC)c1C,7.6%,.
CCSc1nnc(NS(=O)(=O)c2ccc(OC)cc2)s1,2.9%,-1
O=C(N/N=C/c1ccccc1Cl)c1nc2ccc([N+](=O)[O-])cc2c(=O)[nH]1,10%,.
COc1cc(C)c2occ(/C(C)=N\O)c2c1,1.1%,.
CC(C)OC(=O)C1C2c3ccccc3C(c3ccccc32)C1C(=O)O (stereo not drawn),-2.3%,-20
O=S(=O)(c1cccc(-n2cnnn2)c1)N1CCOCC1,-5.8%,.
Cc1ccc(S(=O)(=O)c2c(N)n(-c3ccccc3)c3nc4ccccc4nc23)cc1,2.6%,-5

# Continued, overlapping the part above by 3 compounds.
SMILES,GlmU inhibition,RmlCD inh 1536
CC(C)OC(=O)C1C2c3ccccc3C(c3ccccc32)C1C(=O)O (stereo not drawn),-2.3%,-20
O=S(=O)(c1cccc(-n2cnnn2)c1)N1CCOCC1,-5.8%,.
Cc1ccc(S(=O)(=O)c2c(N)n(-c3ccccc3)c3nc4ccccc4nc23)cc1,2.6%,-5
CN(Cc1ccccc1)C(=O)COc1ccc(-c2nnco2)cc1,-6.2%,-5
CN(C(=O)COC(=O)c1cccnc1Nc1ccccc1F)C1CCS(=O)(=O)C1 (stereo not drawn),0.7%,-13
C[C@@H]1O[C@@H](Oc2c(-c3cc(O)c(O)c(O)c3)oc3cc(O)cc(O)c3c2=O)[C@H](O)[C@H](O)[C@H]1O,-1.6%,.
COc1ccc(C2=Nn3c(nnc3-c3ccncc3)SC2)cc1OC,5.7%,11
COc1ccc(OC)c(N(CC(=O)NCc2ccccn2)S(C)(=O)=O)c1,5.0%,4
COc1ccc2nc(C)cc(SCC(=O)Nc3c(C)cc(C)cc3C)c2c1,-1.3%,0
Cc1cc(C(=O)OCC(=O)Nc2ccc(F)cc2)c(C)o1,3.2%,.
COc1ccc(OC)c(C2C(C(C)=O)=C(O)C(=O)N2CCC(=O)O)c1 (stereo not drawn),-2.0%,-7
CCOc1cc(C(=O)Nc2ccc(C)cc2C)ccc1OCC(=O)N1CCCCC1,1.2%,-11
Cc1cccc(N2C(=O)CC(Sc3nnc(C)s3)C2=O)c1 (stereo not drawn),1.0%,.
COc1cc(OC)c(C(=O)NNC(=S)NC2CCCCC2)cc1OC,3.9%,5
CC(=O)N(c1ccccc1)C1CCCC1,7.8%,8
O=C(COc1ccc2c(c1)CCC2)N1CCc2ccccc21,2.4%,.
COc1cccc(C(=O)O/N=C(\N)Cc2ccc(Cl)cc2)c1,1.7%,.
CC(=O)c1cccc(Nc2cc(C)nc3ccc(C)cc23)c1,-5.3%,13
CCOc1cc(C2C3=C(CC(C)(C)CC3=O)OC3=C2C(=O)CC(C)(C)C3)cc([N+](=O)[O-])c1O,2.8%,3
CC(C)(C)NC(=O)C(c1cccnc1)N(C(=O)c1ccc(Cl)nc1)C1CCCC1 (stereo not drawn),4.0%,-9
Cc1cc(C)n2nc(-c3ccco3)nc2n1,0.8%,-7
Cc1cc(NC(=O)CSc2ccc3nnc(-c4cccs4)n3n2)no1,3.5%,7
CCOC(=O)C1=C(C)C(c2ccccc2OC)NC(=O)N1 (stereo not drawn),-2.2%,6

# Part of the list above in another layout:
SMILES	GlmU inhibition	RmlCD inh 1536
Cc1cc(NC(=O)CSc2ccc3nnc(-c4cccs4)n3n2)no1	3.5%	7
CCOC(=O)C1=C(C)C(c2ccccc2OC)NC(=O)N1 (stereo not drawn)	-2.2%	6

# (next part)
SMILES,GlmU inhibition,RmlCD inh 1536
O=C(NC(=S)NCCC1=CCCCC1)c1cncc(Br)c1,0.9%,-8
COc1ccc(C(=O)NCC2(c3ccccc3)CCOCC2)cc1[N+](=O)[O-],-0.4%,-9
O=C(Nc1ccc(/C=C/c2nc3ccccc3o2)cc1)c1c(F)cccc1F,-1.9%,5
S=c1[nH]c2cc3c(cc2[nH]1)OCCO3,0.8%,-8
O=C(NNc1nc(-c2ccc(F)cc2)cs1)c1ccccc1,-3.3%,16
O=C(N/N=C/C1CC=CCC1)c1cc(Br)ccc1O (stereo not drawn),9.8%,.
O=C(CSc1nc2ccc([N+](=O)[O-])cc2[nH]1)NC1CCCC1,-1.2%,-1
CCc1ccccc1NC(=S)N=Nc1c(O)n(C)c2ccc(S(=O)(=O)N3CCOCC3)cc12,0.1%,.
CC(NC(=O)c1cc(-c2ccc3c(c2)OCO3)nc2ccccc12)C(C)(C)C (stereo not drawn),1.9%,.
CN(C(=O)c1cc2c(s1)-c1ccccc1S(=O)(=O)C2)c1ccccc1F,1.7%,12
CC1=CC2=NC(=O)CC(C)(C(=O)N(CC(=O)NC(C)(C)C)Cc3ccccc3)N2C=C1 (stereo not drawn),-0.3%,-10
Cc1ccc(-n2nnnc2SCC(=O)Nc2ccccc2N2CCCCC2)cc1C,1.7%,-9
c1cncc(-c2nn3cnnc3s2)c1,-3.0%,.
Cc1ccc(C(=O)N2CC(C)OC(C)C2)cc1[N+](=O)[O-] (stereo not drawn),8.7%,9
Cc1cccc(NC(=O)N2CCN(Cc3ccccc3)CC2)c1,-0.2%,.
O=CN1CCN(C(=O)c2ccc(-c3nc4ccccc4s3)s2)CC1,-3.4%,12
COc1ccc(-c2csc3nc(-c4ccccc4F)oc(=O)c23)cc1,5.1%,90
O=C1C=C(N2CCOCC2)C2(CCCCC2)O1,-4.5%,6
Cc1ccc2c(c1)N(CCC(=O)NCc1cccnc1)C(=O)CO2,1.5%,.
O=C(CSc1nc(-c2ccc(F)cc2)cs1)Nc1ccccn1,-1.5%,.
Cc1cccc(/C=N\Nc2cn[nH]c(=O)c2Cl)c1,-2.8%,-7
CN(C)S(=O)(=O)N1CCCC(C(=O)c2ccc(C(F)(F)F)cc2)C1 (stereo not drawn),1.9%,-10
COc1ccc(CN2CN(C(C)C)CSC2=S)cc1,-5.7%,16
CN1CC=C2C(C#N)=C(N)C(C#N)(C#N)[C@H](c3cccc(Cl)c3)C2C1 (stereo partly drawn),-2.9%,6
COc1ccc(C(=O)OCC(=O)Nc2ccc(Cl)cn2)cc1,0.6%,5
Cc1nc2c(C)cccc2cc1C(=O)N/N=C/c1ccc(N(C)C)cc1,3.1%,11
Cc1[nH]c(=O)[nH]c(=O)c1N1CCOCC1,0.5%,-1
CNc1nc(Sc2ccc(C)cc2)cc(C(F)(F)F)n1,-0.3%,.
CC(C)(C)c1cc(C(=O)O)n(Cc2ccc(Cl)cc2Cl)n1,-1.6%,7
COc1ccc(C2CC(c3ccccc3)Nc3nc(NC(=O)c4cccs4)nn32)cc1 (stereo not drawn),0.5%,.
O=C(Cn1cnc2c(nnn2-c2ccccc2)c1=O)NCC1CCCO1 (stereo not drawn),1.2%,-9
Cc1ccc(Oc2ncccc2/C=N/O)cc1,1.7%,-5
N#CC1=C(S)N=C(N)C(c2nc(-c3ccccc3)cs2)C12CCCC2 (stereo not drawn),-6.1%,.
COc1ccc(NC(=S)NNC(=O)C(C)n2nc(C)c([N+](=O)[O-])c2C)cc1 (stereo not drawn),-0.5%,-4

# Source: PubChem BioAssay (several laboratories)
